uPA generation: qHTS for Inhibitors of Cell Surface uPA Generation; Potency, µM (series often up to 38.3 µM), without a hit: at the highest dose activity change, negative = inhibition, most hits filed as inhibitors; actives 0.31% (n = 330,000); AID 540303, 2011; cell surface uPA generation assay, qHTS; active = well fitted inhibition curve with a large enough effect; inconclusive = small, poorly fitted or top-dose-only effect; inactive = no such curve, though single readings can be large or run the other way; tested in mouse RAW 264.7 cells; also: potency is read from the fitted curve at half-maximal effect; % is scaled to controls: 0 for no effect and ±100 for the full control effect; nearly all actives have a fitted effect of over 55% in size
Eya2 phos inh: qHTS Assay for Inhibitors of the Phosphatase Activity of Eya2 | Protein phosphatase EYA2 (Homo sapiens), O00167 | recombinant Eya2, OMFP fluorescence dephosphorylation (OMFP is methylfluorescein phosphate) | Potency, µM (doses to about 76.9 µM), for inactives: at the highest dose activity, negative = inhibition, hits mostly inhibitors | actives 0.006% (n = 330,000); also: potency is read from the fitted curve at half-maximal effect; % is scaled to controls: 0 for no effect and ±100 for the full control effect
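Eya2 protein (added as 0.2 uM solution) was preincubated with compound for 10 min at ambient temperature in 50 mM HEPES pH 7.5, 50 mM NaCl, 5 uM MgCl2, 0.05% BSA, 1 mM DTT. OMFP (added at 50 uM) then reacted 10 min; fluorescence read at 485/525 nm.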
USP2a inh: qHTS Assay for Inhibitors of Ubiquitin-specific Protease USP2a Using CHOP2 as the Reporter; Ubiquitin carboxyl-terminal hydrolase 2 (Homo sapiens), O75604; USP2 core, Ub-CHOP2 coupled fluorogenic reporter, 485/531; Potency, µM (doses to about 38.3 µM), for the others: at the highest dose activity change, negative = inhibition, usual class: inhibitors; actives 0.01% (n = 330,000);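 also: potency is read from the fitted curve at half-maximal effect; plate controls were DMSO wells for no effect and full inhibition by NEM control for full effect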
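USP2 core (10nM final) preincubated 30min RT with compound in 20mM Tris-HCl pH 8.0, 2mM CaCl2, 2mM beta-mercaptoethanol, 0.05% CHAPS; 25nM Ub-CHOP2 plus 25nM reporter substrate added, fluorescence (Ex485/Em531) read after 60min.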
BRCA1 expr up: qHTS Assay to Identify Small Molecule Activators of BRCA1 Expression; MCF7-BRCA1-FFLuc reporter, luminescence, 48 h; response scale: scaled: vehicle 0%, 10 µM genistein 100%; Potency, µM (top dose mostly 46.1 µM), without a hit: top-dose activation, hits mostly activators; actives 1.1% (n = 380,000); AID 624202, 2012; also: potency is read from the fitted curve at half-maximal effect; nearly all actives have a fitted effect of over 80% in size; some results filed as inactive show a strong effect at the top dose
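MCF7-BRCA1-FFLuc cells, 2000/well in phenol-red-free MEM, attached 2 h then treated 48 h at 37 C. Luciferase luminescence read 15 min after reagent; normalized to genistein maximum activation (10microM) and DMSO, concentration-response fitted.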
TRPV1 ag: HTS Assay for Compounds that Act as Agonists of the Vanilloid Receptor 1; Transient receptor potential cation channel subfamily V member 1 (Homo sapiens), Q8NER1; TRPV1-expressing cells, Fluo-8 calcium influx, agonist mode; activation, % at 8.33 µM; actives 0.19% (n = 320,000); AID 540275, 2011; in the data active = activation above about 80%; inconclusive = between about 30% and that limit; also: 0% is about no effect
Target sequence (Q8NER1 whole entry, looked up): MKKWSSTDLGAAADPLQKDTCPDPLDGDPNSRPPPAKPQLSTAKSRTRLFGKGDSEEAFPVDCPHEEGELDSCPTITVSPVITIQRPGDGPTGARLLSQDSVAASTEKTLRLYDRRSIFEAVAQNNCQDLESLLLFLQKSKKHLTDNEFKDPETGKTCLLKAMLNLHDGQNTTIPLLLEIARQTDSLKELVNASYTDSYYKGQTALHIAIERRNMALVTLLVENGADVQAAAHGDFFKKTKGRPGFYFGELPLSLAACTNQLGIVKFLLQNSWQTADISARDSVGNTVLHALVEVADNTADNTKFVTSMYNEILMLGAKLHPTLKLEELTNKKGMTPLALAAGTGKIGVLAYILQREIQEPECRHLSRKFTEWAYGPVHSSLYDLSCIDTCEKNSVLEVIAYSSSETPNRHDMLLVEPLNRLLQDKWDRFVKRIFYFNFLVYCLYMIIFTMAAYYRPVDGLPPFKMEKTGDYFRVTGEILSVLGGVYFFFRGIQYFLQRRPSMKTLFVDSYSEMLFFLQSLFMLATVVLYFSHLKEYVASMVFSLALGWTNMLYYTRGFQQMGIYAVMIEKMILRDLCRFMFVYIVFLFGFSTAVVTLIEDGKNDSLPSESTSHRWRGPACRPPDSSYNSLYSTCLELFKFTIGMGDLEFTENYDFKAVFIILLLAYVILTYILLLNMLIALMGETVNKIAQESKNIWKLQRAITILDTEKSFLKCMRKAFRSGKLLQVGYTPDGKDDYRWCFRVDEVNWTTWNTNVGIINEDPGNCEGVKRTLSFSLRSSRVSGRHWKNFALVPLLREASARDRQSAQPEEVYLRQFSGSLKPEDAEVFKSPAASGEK
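Cells expressing TRPV1 were dye-loaded with Fluo-8 and read kinetically: 10 s baseline, 3 min after compound (agonist portion), then 2 min after EC20 capsaicin (allosteric enhancer portion). Calcium-bound dye fluorescence at 480/520 nm.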
ELG1 genotox: qHTS screen for small molecules that induce genotoxicity in human embryonic kidney (HEK293T) cells expressing luciferase-tagged ELG1; HEK293T ELG1-luciferase reporter, luminescence, 16 h; Potency, µM (series often up to 46 µM), inactives show at the highest dose activity change, positive = activation, usual class: activators; actives 1.3% (n = 330,000); also: potency is read from the fitted curve at half-maximal effect; % of control where 0% means no effect; nearly all actives have a fitted effect of over 60% in size
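Screening used a luciferase reporter fused to human ELG1 in HEK293T cells. Luminescence was read on a CCD plate imager after 16 hr exposure and 30 min ONE-Glo incubation.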
Integrin act MD: qHTS for Activators of Integrin-Mediated Alleviation for Muscular Dystrophy; actives 0.064% (n = 350,000); alpha7betagal myoblasts, beta-gal FDG fluorescence, 48 h; AID 624291, 2012; Potency, µM (top dose mostly 38.3 µM), inactives show at the highest dose activation, hits mostly activators;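 also: potency is read from the fitted curve at half-maximal effect; 100% = response of the positive control SU9516; nearly all actives have a fitted effect of over 60% in size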
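alpha7betagal+/- myoblasts (passage 13, 250/well) treated 48 h at 37C with compounds at 1:260 dilution of DMSO stock. Lysed, then beta-galactosidase activity read as FDG fluorescence (ex 480/em 540) after 30 min, with pre-read for autofluorescence.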
p53 reactivator: qHTS assay for re-activators of p53 using a Luc reporter; actives 0.063% (n = 320,000); H1299 p53-A138V BP100-luciferase reporter, luminescence, 24 h; Potency, µM (titrated, usually from 92.2 µM), for the others: at the highest dose activity change, positive = activation, actives largely listed as activators; also: potency is read from the fitted curve at half-maximal effect; % of control where 0% means no effect; nearly all actives have a fitted effect of over 45% in size
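p53-null H1299 cells stably carrying temperature-sensitive p53-A138V and a BP100-luciferase reporter were pinned with compounds (4-point, 1:5 series) and held 24 hrs at 37 deg C. Luminescence was read 10 min after detection reagent.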
B2AR arrestin: qHTS assay of beta-arrestin-biased ligands of beta2-adrenergic receptor. beta-arrestin recruitment to beta2AR, cell-based reporter. actives 0.02% (n = 330,000). AID 492947, 2010. Potency, µM (titrated, usually from 46.1 µM), inactives show at the top dose activation, usual class: activators;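 also: potency is read from the fitted curve at half-maximal effect; 0% = DMSO controls and full agonism = EC100 isoproterenol or metaproterenol; nearly all actives have a fitted effect of over 65% in size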
TSG101-PTAP inh: qHTS Assay for Iinhibitors of HIV-1 Budding by Blocking the Interaction of PTAP/TSG101; Tumor susceptibility gene 101 protein (Homo sapiens), Q99816; Fluorescence polarization, FITC-PTAP peptide / Tsg101 binding; Potency, µM (highest dose often 115 µM), for inactives: at the top dose activity change, negative = inhibition, most hits filed as inhibitors; 340,000 tested, under 10 active; AID 493005, 2010; active = well fitted inhibition curve with a large enough effect in the main read-out, with a control signal flat, not every such curve was filed as active; inconclusive = small, poorly fitted or top-dose-only effect, or effect the other way, or a change in a side signal; inactive = no such curve, though single readings can be large or run the other way; also: potency is read from the fitted curve at half-maximal effect; % of control where 0% means no effect
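Fluorescence anisotropy tracks displacement of a FITC-tagged PTAP peptide (50 nM) from the Tsg101 binding domain (10 uM), following a 20 min room-temperature incubation at pH 7.5.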
ASM inhibitor: Inhibitors of Secretory Acid Sphingomyelinase (S-ASM): qHTS | actives 0.006% (n = 340,000) | placental ASM, HMU-PC fluorogenic substrate, 60 min | Potency, µM (doses to about 57.5 µM), for the others: at the top dose activity change, negative = inhibition, hits mostly inhibitors; also: potency is read from the fitted curve at half-maximal effect
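HMU-PC0 cleavage (9 uM final) by human placental ASM, 60 min at 37 °C following 10 min compound exposure at RT; stopped at pH 10, fluorescence Ex 386/Em 447 nm.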
* hit, by the source's call; ? = inconclusive; nt = not tested or not shown; [ ] = dose if it differs, or a comment. Unless noted, calls follow the shape of the dose curve; as a rule, active = well fitted curve in the direction sought with a large enough effect; inconclusive = small, poorly fitted or top-dose-only effect, or another doubt; inactive = no such curve, though single readings can be large; an effect the other way counts as inactive or inconclusive.

Structure | uPA generation | Eya2 phos inh | USP2a inh | BRCA1 expr up | TRPV1 ag | ELG1 genotox | Integrin act MD | p53 reactivator | B2AR arrestin | TSG101-PTAP inh | ASM inhibitor
Cc1c(C(=O)Nc2ccc(Br)cc2)cnn1C | 0.5% | -2.5% | -5.2% | -2.0% | ? | ? | 16.3% | ? | -1.8% | -0.9% | 1.2%
CC(=O)Nc1ccc(NC(=O)Cn2cnc3c(nnn3Cc3ccc(F)cc3)c2=O)cc1 | -8.0% | ? | 9.1% | -16.2% | -1.7 | 1.6% | 4.2% | 4.1% | 2.7% | -1.4% | 1.6%
COc1ccccc1/C=N/NC(=O)c1ccc(NC(=O)c2ccccc2Br)cc1 | 6.6% | -1.2% | 1.1% | 3.6% | ? | 0.4% | 0.9% | -19.4% | 0.4% | -4.6% | -4.8%
Cc1ccc(N2CC(=O)N(CC(=O)O)C2=O)cc1 | 0.0% | 20.1% | 0.3% | 1.4% | 2.4 | -0.2% | 21.9% | -5.2% | -0.2% | -1.9% | 4.3%
O=C(CCc1nc(-c2ccccn2)no1)NCc1ccc2c(c1)OCO2 | 4.6% | 2.9% | 2.3% | 13.5% | 2.9 | 1.3% | 14.9% | 5.3% | -0.2% | -6.4% | 3.5%
Cc1cc(OC(C)C(=O)Nc2cccnc2)ccc1Cl (stereo not drawn) | -2.0% | 0.3% | 2.2% | 11.6% | 5.7 | -8.2% | -15.7% | -4.0% | -0.2% | -5.4% | 1.5%
CSc1nsc(/C=C/Nc2cccc(Cl)c2)c1C#N | 7.3% | nt | nt | -18.1% | 3.1 | 0.0% | 2.3% | nt | nt | 4.4% | 49.2%[activator]
CC(NS(=O)(=O)c1ccc([N+](=O)[O-])cc1)C(=O)NN (stereo not drawn) | 13.9% | -9.3% | -0.7% | 14.4% | -1.3 | 5.7% | 0.0% | 5.4% | 0.2% | -6.0% | -0.6%
COc1ccc(CCCCCCOCc2ccccc2)cc1 | 7.3% | -3.1% | -0.2% | -0.2% | -3.3 | -0.3% | 0.0% | 12.4% | -0.4% | -0.1% | -7.6%
CC(C)(C)c1ccc(NC(=O)COC(=O)c2ccc([N+](=O)[O-])s2)cc1 | 5.9% | -6.1% | -5.2% | 18.0% | 11.4 | 10.7% | 5.5% | 26.6% | -0.8% | -4.4% | -6.0%
O=C(NCc1ccco1)c1ccc(Cl)c(S(=O)(=O)N2CCc3ccccc32)c1 | 1.4% | -3.4% | 1.8% | -65.2% | 8.6 | -1.3% | ? | -6.3% | 0.5% | -5.6% | -1.0%
CCC(C)C(NS(=O)(=O)c1ccc(C)cc1)C(=O)NCCCN1CCOCC1 (stereo not drawn) | 1.6% | 0.2% | 3.0% | 4.6% | 0.1 | -0.8% | 7.4% | 5.3% | 0.2% | -0.2% | -1.7%
O=C(NNC(=O)C1[C@H]2CCCC[C@@H]12)Nc1cccc2ccccc12 (stereo partly drawn) | 1.8% | 5.8% | 14.5% | 12.3% | 3.0 | -10.4% | ? | 0.6% | -0.1% | -1.9% | -2.3%
COc1cc(-c2nc(-c3ccccc3)c(-c3cccs3)[nH]2)cc(OC)c1O | -6.5% | -5.3% | 1.7% | -38.4% | 0.7 | -0.5% | -3.8% | -4.9% | 3.0% | -4.7% | -12.7%
COc1ccc(NC(=O)CCN2CCCC(C)C2)cc1 (stereo not drawn) | -0.2% | 1.0% | 4.3% | -22.3% | 0.4 | 0.4% | 4.0% | -7.3% | -0.5% | -2.6% | 0.3%
Cc1ccc(OCC(=O)NNC(=O)C2CCN(c3nc(C)cc(C)n3)CC2)cc1 | -0.3% | 11.5% | 2.2% | 2.0% | 2.2 | 1.7% | 19.5% | 2.9% | -0.3% | -3.4% | -0.9%
Cc1ccc(CSc2nnc(-c3cccnc3)o2)cc1 | -8.2% | -13.4% | 2.3% | 45.9% | 4.9 | ? | -7.9% | 7.8% | 0.0% | -1.8% | -2.5%
COc1ccccc1C(=O)COC(=O)CCNS(=O)(=O)c1ccc(C)c(C)c1 | 2.3% | -10.0% | -1.1% | -17.6% | 1.3 | -1.2% | -10.7% | -3.1% | 0.4% | -8.8% | -0.6%
O=C1c2cccnc2C(O)N1Cc1cccs1 (stereo not drawn) | 6.2% | -6.5% | -0.9% | 0.3% | 0.9 | 1.3% | 21.3% | -2.6% | -0.3% | nt | 4.8%
O=[N+]([O-])/C=C\c1ccc(N2CCCC2)c(F)c1 | -8.0% | 14.1% | 0.7% | -94.5%[inhibitor] | 22.4 | -9.1% | -67.3%[inhibitor] | -8.1% | -0.3% | 8.6% | -3.8%
O=C(CN1CCOCCOCCN(CC(=O)Nc2ccccc2)CCOCC1)Nc1ccccc1 | 4.1% | -1.5% | 0.7% | 4.6% | 0.8 | 4.7% | 19.0% | 8.3% | -0.3% | -5.6% | 6.1%
O=C(Nc1ncc(Cc2cccc(C(F)(F)F)c2)s1)C1CCCO1 (stereo not drawn) | -1.6% | 0.7% | 3.4% | 58.5% | 22.0 | -0.1% | 13.0% | 7.4% | -0.5% | -10.8% | -3.6%
Cc1cc(C(=O)CSc2nc(N)cc(N)n2)c(C)n1CCc1ccc(F)cc1 | -3.8% | -4.8% | -5.7% | -77.0% | 1.8 | -9.0% | -14.3% | -9.1% | -0.2% | -3.9% | -8.3%
CN(Cc1ccc(OC(F)F)cc1)C(=O)c1ccccc1Sc1ccccc1C#N | -2.4% | nt | nt | -50.6% | nt | nt | -28.6% | nt | nt | -10.9% | -5.0%
O=C(Nc1cccc(C(=O)Nc2ccc(Cl)cn2)c1)c1ccccc1 | -6.5% | 2.8% | 1.1% | 45.5% | 0.1 | -1.4% | 28.2% | 19.6% | -0.6% | 0.4% | -5.9%
CCOc1ccc(-c2cc(C(=O)NN=C3CCN(C)CC3)[nH]n2)cc1 | -2.6% | -3.4% | -1.1% | ? | 2.2 | 13.3% | -1.3% | 2.4% | 0.3% | -1.8% | 0.0%
CC(C)NC(=O)CSc1nnc(-c2ccco2)n1N | nt | -17.5% | -0.9% | 10.4% | -0.6 | -4.3% | -0.5% | 0.4% | -0.7% | -3.0% | 1.5%
CCN(Cc1ccccc1)S(=O)(=O)c1cc(C(=O)O)ccc1OC | -8.6% | 1.8% | -3.0% | 14.8% | 0.2 | 6.3% | 13.2% | -5.1% | -1.1% | 0.0% | -3.8%
Cc1ccccc1OCC(=O)N/N=C/c1cccn1C | 1.7% | -4.2% | -6.8% | 3.5% | 14.1 | 0.3% | 13.8% | 4.2% | 0.2% | 1.7% | 5.0%
CC(=O)c1cccc(NC(=O)c2csc(-n3nc(C)cc3C(F)(F)F)n2)c1 | 4.9% | -2.4% | 4.5% | -0.2% | 1.7 | -1.1% | 10.4% | 0.9% | -0.4% | -0.3% | -3.1%
CCC(Sc1nc(C)cc(=O)[nH]1)C(=O)Nc1nc(-c2ccccc2)cs1 (stereo not drawn) | nt | -2.0% | 2.0% | 2.7% | -0.1 | -8.3% | 21.7% | 6.1% | -0.9% | -8.1% | -3.5%
O=C(NCC(=O)N(CCN1CCOCC1)C(C(=O)NC1CCCC1)c1cccs1)c1ccco1 (stereo not drawn) | 0.2% | 3.1% | 4.5% | -7.4% | 4.3 | -0.3% | 2.4% | -2.0% | -0.3% | -5.5% | 3.0%
CCOc1ccc(Br)cc1S(=O)(=O)Nc1ccc(Cl)c(S(=O)(=O)N(C)C)c1 | -2.2% | -6.1% | 4.3% | -44.9% | 1.2 | 6.0% | -27.7% | -12.4% | -0.9% | -0.5% | -9.4%
O=C(NC1CCCCC1)N1CCC(c2nc(-c3ccc(S(=O)(=O)N4CCCC4)cc3)no2)CC1 | -3.1% | -1.0% | -0.6% | -54.3% | -0.8 | -6.0% | -33.1% | 4.8% | 0.3% | -1.5% | -4.2%
O=C(CCS(=O)(=O)Cc1ccccc1F)NCCc1ccc(Cl)cc1 | 1.3% | 3.2% | -0.9% | -18.9% | 19.5 | -0.2% | 14.0% | -7.8% | 0.3% | -2.5% | 0.7%
